KOR beta-arrestin-1: kappa opioid receptor blockers – cell-based, luminescence, uHTS (AID 1778); KOR beta-arrestin recruitment, luminescence, antagonist mode; higher % means a stronger effect; one-dose inhibition, % at 10 µM; IC50 in µM for titrated hits; 0.091% of 290,000 active; in the data active = inhibition above about 50%; also: strong numbers were not always called active
GPR55 beta-arrestin: GPR55 agonists via beta-arrestin recruitment, primary screen, imaging, U2OS cells, beta-arrestin-GFP redistribution (AID 1961). U2OS GPR55 beta-arrestin-GFP redistribution imaging; higher % means a stronger effect. one-dose activation, % at 10 µM; EC50 in µM for titrated hits. 0.048% of 290,000 active;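 active = activation above 40% with more than 50 cells counted in the well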;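 also: U2OS osteosarcoma cells stably expressing GPR55 and beta-arrestin-GFP; plate controls were DMSO negative control for no effect and LPI positive control for full effect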
GPR35 arrestin U2OS: inhibition of zaprinast-stimulated GPR35 beta-arrestin translocation – imaging, U2OS, beta-arrestin-GFP, zaprinast agonist, primary screen (AID 2058); one-dose inhibition, % at 10 µM; IC50 in µM for titrated hits; U2OS GPR35 beta-arrestin-GFP translocation imaging, zaprinast antagonism; higher % means a stronger effect; 0.052% of 290,000 active;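 active = inhibition of at least 50% with at least 30 cells and total cytoplasm GFP at most 10,000,000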
KOR beta-arrestin-2: KOR agonists, beta-arrestin recruitment, primary screen, cell-based, luminescence, uHTS (AID 1777) | KOR beta-arrestin recruitment, luminescence; higher % means a stronger effect | activation, % at 10 µM, or EC50 in µM where a hit was titrated | 0.02% of 280,000 active; in the data active = activation above about 50%, passing the limit was not always enough; also: a part of the inactive calls stands beside numbers as strong as those of hits
NOD1 NF-kB reporter: inhibition of NOD1-driven NF-kB reporter – cell-based, luminescence, uHTS, primary screen (AID 1578); 1% of 290,000 active; one-dose inhibition, % at 4 µM; EC50 in µM for titrated hits; NOD1-driven NF-kB luciferase reporter cells, luminescence; higher % means a stronger effect; in the data active = inhibition mostly above about 36%, no sharp cut-off; inactive = mostly below about 34%;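 also: HEK-293T reporter cells stimulated with the NOD1 agonist gamma-tri-DAP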
Dengue-2 NS5 capping: flavivirus cap methylation enzyme inhibition – biochemical, confirmation dose response, primary screen (AID 588689); 0.3% of 340,000 active; Dengue-2 NS5 methyltransferase capping enzyme assay, biochemical; higher % means a stronger effect; inhibition, % at 25 µM; hits with a dose series show IC50 in µM; in the data active = a potency from the dose series
GPR55 LPI antagonism: GPR55 antagonists blocking LPI-driven arrestin recruitment, primary screen, imaging, U2OS, beta-arrestin-GFP, LPI agonist (AID 2013); 0.13% of 290,000 active; U2OS GPR55 beta-arrestin-GFP translocation imaging, LPI antagonism; higher % means a stronger effect; inhibition, % at 10 µM; hits with a dose series show IC50 in µM;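 active = spots per cell inhibited over 60%, with over 100 cells counted and total cytoplasm intensity under 500,000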;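 also: U2OS cells stably carrying GPR55 and arrestin-GFP stimulated by 5 µM LPI near EC80; imaged beta-arrestin-GFP aggregate spots per cell after agonist stimulation; plate controls were LPI-stimulated DMSO wells for no effect and DMSO wells without LPI for full effect; some results filed as inactive read as strong as hits; confirmed hits need IC50 under 10 µM and bright autofluorescent wells are also inconclusive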
HIV fusion peptide: inhibitors of HIV fusion peptide binding, primary screen, biochemical, uHTS, fluorescence dequenching (AID 1986); cell-free peptide binding, fluorescence dequenching, 30 min; higher % means a stronger effect; inhibition, % at 20 µM; hits with a dose series show IC50 in µM; 0.3% of 290,000 active; in the data active = inhibition mostly above about 52%, no sharp cut-off; inactive = mostly below about 76%; also: some results filed as inactive read as strong as hits
West Nile antiviral: inhibition of WNV-induced cytopathic effect – cell-based, CPE readout (AID 1621). one-dose CPE inhibition, % at 10 µM; IC50 in µM for titrated hits. West Nile virus-infected cells, CPE inhibition; higher % means a stronger effect. 0.02% of 290,000 active; in the data active = a potency from the dose series; also: strong numbers were not always called active
* = called active by the depositor; . = no result given; [ ] = remark or other dose. These rows are one share of the data; the hit share may differ from the screen's.

Structure | KOR beta-arrestin-2 | GPR55 LPI antagonism | West Nile antiviral | GPR35 arrestin U2OS | Dengue-2 NS5 capping | GPR55 beta-arrestin | HIV fusion peptide | KOR beta-arrestin-1 | NOD1 NF-kB reporter
C=C(C)COc1ccc(-c2ncncc2-c2ccc(OC)cc2)c(O)c1 | -3.8% | 3% | -0.7% | 0% | 1% | 0.0% | -2.9% | 21% | 1%
Cn1nc(C(=O)Nc2ccc(S(=O)(=O)N3CCCCC3)cc2)ccc1=O | 2.3% | 5% | -0.4% | 25% | 2% | -0.1% | 9.9% | -9% | -21%
CC(C)CNC(=O)c1c2c(nc3ccccc13)-c1ccccc1CC2 | 6.6% | 0% | -0.3% | 4% | 0% | -0.1% | 0.3% | -41% | -4%
CCC/C(O)=C1\C(=O)CCCC1=NCCc1c(C)[nH]c2ccc(C)cc12 | 0.5% | 4% | -0.1% | 0% | 0% | 0.2% | -0.9% | 6% | -8%
COCCn1nnnc1C(c1cc2c(C)cc(C)cc2[nH]c1=O)N1CCCCCC1 (centres undefined) | 56% | 2% | 0.1% | 7% | 7% | -0.1% | -0.8% | -72% | 17%
CCS(=O)(=O)N1CCCC(C(=O)NCCc2ccc(OC)c(OC)c2)C1 (centres undefined) | 1.3% | 4% | 0.0% | -7% | 3% | -0.1% | 0.0% | -16% | -27%
Cc1cccc(Cn2ccc(-c3ccc(Cl)cc3)c(C#N)c2=O)c1 | -3.7% | 2% | 0.2% | 10% | 1% | 0.1% | -2.6% | 22% | 21%
CCOc1ccccc1NC(=O)[C@@H](NC(=O)c1ccccc1F)C(C)C | -1.7% | 2% | 0.0% | -4% | -1% | -0.2% | -1.2% | 5% | -11%

Limited to GPR55 LPI antagonism and West Nile antiviral, for 5 of the compounds above:
| Molecule | GPR55 LPI antagonism | West Nile antiviral |
| --- | --- | --- |
| CC(C)CNC(=O)c1c2c(nc3ccccc13)-c1ccccc1CC2 | 0% | -0.3% |
| CCC/C(O)=C1\C(=O)CCCC1=NCCc1c(C)[nH]c2ccc(C)cc12 | 4% | -0.1% |
| COCCn1nnnc1C(c1cc2c(C)cc(C)cc2[nH]c1=O)N1CCCCCC1 (centres undefined) | 2% | 0.1% |
| CCS(=O)(=O)N1CCCC(C(=O)NCCc2ccc(OC)c(OC)c2)C1 (centres undefined) | 4% | 0.0% |
| Cc1cccc(Cn2ccc(-c3ccc(Cl)cc3)c(C#N)c2=O)c1 | 2% | 0.2% |

The results go on:
Structure | KOR beta-arrestin-2 | GPR55 LPI antagonism | West Nile antiviral | GPR35 arrestin U2OS | Dengue-2 NS5 capping | GPR55 beta-arrestin | HIV fusion peptide | KOR beta-arrestin-1 | NOD1 NF-kB reporter
O=c1[nH]c2c(cc1CNCCN1CCOCC1)c(-c1cccc(F)c1)nn2-c1ccccc1 | 2.0% | 0% | . | 3% | . | 0.0% | -1.4% | -4% | 12%
CCOC(=O)c1c(C)[nH]c(C(=O)COC(=O)/C=C/c2ccc(OC(F)F)cc2)c1C | -4.1% | 7% | 0.2% | 9% | -6% | -0.3% | 0.9% | 24% | -17%
CC1Cc2ccccc2N1CC(=O)NC(=O)NC1CCCC1 (centres undefined) | 6.0% | 0% | -1.3% | -2% | -4% | -0.2% | -0.5% | -7% | -43%
N=c1c2c(n(Cc3ccc(Cl)c(Cl)c3)c3c1CCC3)CCCC2 | -4.9% | 14% | 0.4% | 12% | -1% | 0.2% | -1.1% | 17% | 70%
Clc1ccccc1C1CC(c2ccccc2)=Nc2ccccc2N1 (centres undefined) | 3.3% | 9% | 0.9% | 2% | 6% | -0.6% | 0.3% | -2% | -1%
O=[N+]([O-])c1ccc(OC(F)F)c(/C=N/n2cnnc2)c1 | 3.8% | 6% | -0.4% | 4% | 5% | 0.2% | -1.3% | -2% | -9%
Cc1ccccc1NC(=O)CCc1nnc2ccc(N3CCC4(CC3)OCCO4)nn12 | 2.0% | -21% | -0.3% | -5% | -6% | -0.2% | 0.5% | -46% | 0%
COC(=O)c1ccc(S(=O)(=O)NNC(=O)c2ccc(S(=O)(=O)N3CCCCC3)cc2)cc1 | 17% | -2% | 0.5% | -22% | -2% | -0.4% | 2.7% | -9% | -30%
C=CCN=C1S/C(=C/c2ccc([N+](=O)[O-])cc2)C(=O)N1CC=C | -0.6% | -4% | -0.1% | 4% | 6% | -0.1% | 0.7% | 6% | -4%
COc1ccc(Cl)cc1C(Nc1cccnc1)c1ccc2cccnc2c1O (centres undefined) | . | -7% | -1.5% | 6% | 3% | 0.0% | -2.6% | 18% | 27%
COC(=O)c1ccc2c(C(C)(C)O)c(C(C)(C)O)[nH]c2c1 | -0.8% | -6% | 0.4% | 2% | . | 0.0% | 1.6% | -43%[20 µM] | -28%
CC(=O)N1CCCN(Cc2cn(-c3ccc(C)cc3)nc2-c2cccc(C)c2)CC1 | 1.9% | 4% | -1.6% | 3% | 9% | -0.1% | 0.5% | 5%[20 µM] | 4%
COc1ccc(CNC(=O)CSc2nc3ccc(C)cc3[nH]2)cc1OC | -1.1% | -8% | -1.0% | -10% | -2% | 0.3% | -1.5% | 23% | 1%
CCCc1cc(=O)oc2cc(C)cc(OCC(=O)NC3CCN(Cc4ccccc4)CC3)c12 | -1.6% | 6% | -0.6% | 7% | 2% | -0.2% | 1.2% | 5% | -19%
COc1ccc(C)cc1Nc1n[n+](-c2ccccc2)c(-c2c(Cl)cccc2Cl)s1 | 10% | 59% | 0.9% | -1% | . | 1.2% | -3.7% | -35%[20 µM] | 48%
O=C(CCl)N=c1sccn1Cc1ccc(Cl)cc1Cl | 5.2% | 3% | -1.9% | 1% | -16% | -0.4% | -0.5% | -40% | 18%
COc1cc(Cl)c(C)cc1NC(=O)CSc1cc(Cl)ccc1Cl | -3.0% | 12% | -0.6% | -3% | -3% | 0.7% | 18% | 8% | -15%
COC(=O)C1=C(N)N(c2ccc(F)cc2)C2=C(C(=O)CCC2)C1c1ccc2c(c1)OCO2 (centres undefined) | 8.6% | 11% | . | 2% | . | 0.0% | 0.1% | 4% | .
CC(NC1CCCC1)c1ccccc1 (centres undefined) | -1.5% | 14% | 0.6% | 8% | -8% | 0.2% | -2.0% | -10% | 13%
Cc1ccc(S(=O)(=O)c2nnn3c2nc(N2CCCCC2)c2ccccc23)cc1 | -4.3% | 14% | -0.9% | . | -10% | -0.3% | -1.2% | 25% | -42%
CCOc1ccc(-c2ccc(SCC)nn2)cc1 | -2.0% | -5% | -0.2% | -6% | -6% | -0.1% | 0.2% | -36%[20 µM] | -48%
COc1ccccc1CNC(=O)CCCc1ccccc1 | 2.4% | 6% | 0.1% | -3% | -2% | 0.1% | 2.0% | . | -50%
CC(C)(C)c1cnnn1-c1ccc(NC(=O)c2ccc3c(c2)OCO3)cc1 | -3.8% | 2% | 0.2% | -10% | -5% | -0.3% | 0.1% | -22% | 5%
COc1ccc(Cl)cc1Nc1nc(-c2sc(NC(=O)C(C)(C)C)nc2C)cs1 | 1.4% | 26% | -0.3% | 6% | -12% | -0.1% | 4.9% | -2% | 35%
COc1ccc(C(=O)CN2CC(C)SC2=Nc2ccc(Cl)cc2)cc1 (centres undefined) | -0.4% | 0% | -1.2% | -6% | -12% | 0.4% | -0.5% | -55% | -1%
CCC(C)NC(=O)CSc1nc2ccc(N3CCOCC3)cc2c(=O)n1CCc1ccccc1 (centres undefined) | 1.5% | 4% | . | 3% | . | -0.2% | 3.1% | -61% | -3%
CCN(CC)c1ccc(C2CC(=O)Nc3cc(OC)c(OC)cc32)cc1 (centres undefined) | 4.4% | -10% | -0.3% | -7% | 9% | -0.2% | -1.4% | 10% | -15%
Cc1c(C(=O)NC(=S)NCc2cccnc2)cccc1[N+](=O)[O-] | 1.8% | -15% | 0.3% | -4% | -8% | 0.0% | -0.3% | 2% | -25%
CC(C)OC(=O)c1cc2c(ccn2C)n1CC(=O)N(Cc1ccccc1)c1ccccc1 | 6.0% | 8% | -2.0% | -17% | -13% | -0.3% | 17% | -41% | -43%
COc1ccc(-n2nnc3c(=O)n(Cc4cccc(C)c4)cnc32)cc1 | 20% | -1% | -0.3% | -6% | -1% | -0.1% | -1.7% | -29% | -38%
CCOC(=O)CC(NC(=O)CCc1c(C)nc2nc(C)nn2c1C)c1ccc(C)cc1 (centres undefined) | 14% | 1% | 0.1% | -1% | -1% | 0.6% | -0.2% | -14% | -3%
CCc1nnc(NS(=O)(=O)c2ccc(N/C=C\C(=O)c3cccc4ccccc34)cc2)s1 | 4.5% | 11% | 1.5% | -6% | 13% | 0.3% | 33% | -4% | -2%
O=C1NCCN1Cc1ccc(Cl)cc1 | 2.7% | 6% | -0.1% | -4% | -5% | -0.2% | 0.8% | -4% | -24%
O=C(CC1C(=O)NCCN1Cc1cccc(F)c1)NC1CCC1 (centres undefined) | -0.2% | -10% | -0.8% | -18% | -8% | -0.1% | 1.5% | 5% | -28%
CCC(C)(C)NC(=O)CN(C(=O)CCC(=O)Nc1nccs1)c1ccc2c(c1)OCCO2 | -3.3% | -8% | -0.6% | -5% | 4% | -0.1% | 0.0% | 2% | 1%
Cc1cc(C)nc(CCNC(=O)c2cc(COc3ccccc3)on2)n1 | 11% | -12% | -0.3% | 10% | -7% | -0.1% | 0.5% | -23% | -62%
COc1ccc(S(=O)(=O)c2c(O)cc(C)c(NS(=O)(=O)c3ccccc3)c2C)cc1 | -2.4% | -4% | -1.5% | 14% | -1% | -0.2% | -0.9% | -27% | .
COc1ccccc1CNC(=O)C(=O)Nc1nccs1 | . | 9% | 0.6% | 3% | -1% | 0.0% | 0.9% | 2%[20 µM] | -27%
O=C(CSC(=S)N1CCOCC1)Nc1nccs1 | -0.7% | 4% | 0.3% | 18% | -9% | -0.3% | -0.7% | 16% | -5%
CC(C)c1ccc(C(=O)N2CCN(c3cnn(C)c(=O)c3Cl)CC2)cc1 | -3.1% | 12% | -0.7% | -3% | 1% | -0.2% | -0.2% | -6% | -3%
O=C(NNC(=O)c1ccccc1Br)c1cccs1 | -1.9% | -2% | 0.4% | -3% | -4% | -0.1% | 1.2% | -20% | 7%
N#Cc1cc(-c2ccccc2)nn1-c1ccccc1 | -1.0% | -13% | -0.2% | 9% | -4% | 0.3% | 1.8% | 14% | -50%
Cc1ccccc1NC(=O)N1CCCC(c2nc(-c3ccc(C(C)C)cc3)no2)C1 (centres undefined) | 2.1% | 14% | 0.9% | 0% | -5% | 0.5% | 1.3% | 14% | 16%
CCN1C(=O)c2ccccc2S(=O)c2ccc(C(=O)N3CCN(C(=O)c4ccco4)CC3)cc21 (centres undefined) | -3.6% | 8% | 1.0% | -9% | 1% | 0.3% | -1.8% | 10% | -16%
Cc1cc(C)n2c(nc3ccccc32)c1C(=O)NN | 2.4% | 2% | -0.3% | 11% | . | 0.3% | -0.3% | 16% | 8%
CCOC(=O)/C=c1\s/c(=C\c2ccc3cc(OC)ccc3c2)c(=O)n1CC(=O)NCc1ccc2c(c1)OCO2 | -2.2% | 6% | -0.3% | 3% | 18% | -0.1% | 109% | -48%[20 µM] | -54%
N#Cc1nc(-c2ccccc2F)oc1NCc1ccccc1 | -0.9% | 12% | 0.1% | 5% | -1% | -0.1% | 2.4% | -33% | -9%

Assay outcomes: PubChem BioAssay, several laboratories
